INS promoter inh – TRM-6 insulin promoter activity inhibition. TRM-6 cells (human fetal islet line), insulin promoter-eGFP reporter, imaging; reporter expression induced with tamoxifen. inhibition, % at 2 µM. hit rate 0.9% among 130,000;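 active = inhibition above the mean plus 3 SD, with well images judged a real hit on visual review, cut at about 60% in these data, passing the limit was not always enough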
sdo1 growth – compounds rescuing growth of sdo1-depleted yeast, bone marrow failure model | S. cerevisiae sdo1-depleted JHY4D growth rescue, OD600 30 h; active compounds read high; pdr5 snq2 efflux-pump mutant strain | z-score at 10 µM | hit rate 0.21% among 140,000 | AID 817;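 active = z-score above 3 at both the 24 hr and the 30 hr optical density reads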;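 note: z-score against mean and SD of all compound wells on the same plate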
sdo1 growth Rescue 24 h – also measured in sdo1 growth; calls as there; z-score; S. cerevisiae sdo1-depleted JHY4D growth rescue, OD600; measured here: growth rescue at 24 h;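 0 is the plate mean of compound wells and units are plate SD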
Starred values were filed as active, the others as inactive; . = no result given.

INS promoter inh	sdo1 growth Rescue 24 h	SMILES	sdo1 growth
-25	0.09	C/C(=N\NC(=O)CSc1nnc(C)s1)c1ccc(O)cc1	1.1
-49	0.15	CCC(C)C(NC(=O)C1CCC(C)CC1)C(=O)Nc1cc(OC)ccc1OC (stereo not given)	-0.49
-9	0.2	Cc1c(C(N)=O)c(N)c(C(=O)c2ccccc2)n1-c1ccccc1	-0.36
17	-0.55	CC1(c2cccs2)CC(c2cccs2)=C(C#N)C(=O)N1 (stereo not given)	-0.39
-486	-0.72	O=C(COCc1nc2ccccc2c(=O)[nH]1)NCC1CCCCC1	-0.02
25	-0.14	COc1ccccc1NC(=O)Nc1cc(NC(=O)Nc2ccccc2OC)c(C)nc1C	-0.51
57	-1	Cc1ccc(C(=O)N/C(=C/c2ccc(F)cc2)C(=O)NCc2ccncc2)cc1	0.29
44	0.49	COc1ccc(C(C)C)cc1S(=O)(=O)Nc1ccc(Cl)cn1	-0.08

Continued, starting with the last 6 of the part before.
INS promoter inh	sdo1 growth Rescue 24 h	SMILES	sdo1 growth
-9	0.2	Cc1c(C(N)=O)c(N)c(C(=O)c2ccccc2)n1-c1ccccc1	-0.36
17	-0.55	CC1(c2cccs2)CC(c2cccs2)=C(C#N)C(=O)N1 (stereo not given)	-0.39
-486	-0.72	O=C(COCc1nc2ccccc2c(=O)[nH]1)NCC1CCCCC1	-0.02
25	-0.14	COc1ccccc1NC(=O)Nc1cc(NC(=O)Nc2ccccc2OC)c(C)nc1C	-0.51
57	-1	Cc1ccc(C(=O)N/C(=C/c2ccc(F)cc2)C(=O)NCc2ccncc2)cc1	0.29
44	0.49	COc1ccc(C(C)C)cc1S(=O)(=O)Nc1ccc(Cl)cn1	-0.08
2	.	COc1cccc(CNCc2ccc(C(=O)O)cc2)c1OC	.
.	-0.45	COc1ccc(NC(=O)CN2CCN(CC(=O)Nc3ccc4c(c3)OCO4)CC2)cc1	-0.02
23	-0.85	COc1cc(NC(=O)c2cc3ccccc3o2)c(OC)cc1Cl	-0.87
5	-0.5	Cc1cccc(Cn2c(Cc3ccccc3)nc3ccccc32)c1	-1
33	0.13	CN(c1ccccc1C(=O)Nc1ccc(S(=O)(=O)N2CCOCC2)cc1)S(=O)(=O)c1ccccc1	0.08
-19	-0.8	CCOc1cccc(C(=O)N(Cc2ccc(F)cc2)C2CCS(=O)(=O)C2)c1 (stereo not given)	-0.36
52	0.06	COc1ccc(/C=C/C(=O)c2ccc(OC)cc2O)cc1	-0.73
-3	-1.4	c1cc2c(cc1Nc1nc(-c3ccc4c(c3)OCO4)cs1)OCCO2	-1.2
-10	0.49	Cc1nc(NC(=O)c2cc(-n3cnnc3)ccc2Cl)ccc1Br	0.69
.	0.59	CS(=O)(=O)N(C(=O)NC(=O)NC1CCS(=O)(=O)C1)C1CCCCC1 (stereo not given)	0.61
-12	-0.5	COc1ccccc1OCc1nnc(SCC(=O)NCc2ccco2)n1Cc1ccco1	-0.18
.	-0.38	COc1ccc(CC(NC(C)=O)C(=O)NC2CCN(c3c4c(nc5ncnn35)CCC4)CC2)cc1 (stereo not given)	-0.28
44	0.2	Cc1[nH]c2ccccc2c1C(=O)CNc1nccs1	0.2
.	1.6	COc1ccc(S(=O)(=O)N2CCN(C(=O)[C@@H]3CCC(=O)N3C3OC(=O)c4ccccc43)CC2)cc1 (stereo not given in full)	0.91
-24	-0.38	S=C(NC1CCCCC1)N1CCN(Cc2ccccc2)CC1	-0.63
8	.	CC(=O)C1=C(C)NC(=S)NC1c1cccc([N+](=O)[O-])c1 (stereo not given)	.
55	-0.01	O=C(Nc1nc2ccc(Cl)cc2s1)c1ccc(N2CCCCC2)c([N+](=O)[O-])c1	-0.17
.	0.65	COC(=O)c1ccc(OCC(O)CN(CCO)CC(O)Cn2ccc3ccccc32)cc1 (stereo not given)	0.58
-84	0.62	O=C(Nc1ccc(N2CCCC2)cc1)c1ccc(Br)o1	0.01
.	-1.9	O=S(=O)(N/N=C\c1cn(-c2ccccc2)nc1-c1ccccc1)c1ccccc1	-2.3
-14	-0.34	CC(NC(=O)OCc1ccccc1)C(=O)OCN1C(=O)c2ccccc2C1=O (stereo not given)	1.1
75*	-0.98	COc1ccc(CN2CCN(C(=O)CC(C)C)CC2)c2ccccc12	-0.12
73*	-0.67	COc1ccc(-c2[nH]ncc2/C=C(\C#N)C(=O)NC2CC2)cc1	0.29
-43	-0.76	COc1ccc(Cn2nnnc2C(c2cccs2)N2CCSCC2)cc1 (stereo not given)	-1.6

Record cards, as listed above. Order of screens: INS promoter inh, sdo1 growth Rescue 24 h, sdo1 growth
COc1ccc(C(C)C)cc1S(=O)(=O)Nc1ccc(Cl)cn1 across the screens: 44, 0.49, -0.08
CC1(c2cccs2)CC(c2cccs2)=C(C#N)C(=O)N1 (stereo not given) across the screens: 17, -0.55, -0.39

Next part:
INS promoter inh	sdo1 growth Rescue 24 h	SMILES	sdo1 growth
.	-1.1	CSC1=N/C(=C\c2cccnc2)C(=O)N1c1ccccc1	-0.28
.	-0.5	CN1C(=O)N(C)C(NC(=O)Nc2ccccc2)C1NC(=O)Nc1ccccc1 (stereo not given)	0.15
.	1.1	Brc1c(CSc2nncn2-c2ccccc2)nc2sccn12	1.2
-20	-1	CCCC(=O)Nc1ccc(C(=O)NNC(=S)NC(=O)c2cccs2)cc1	-0.03
.	-0.42	Cc1c(C(=O)Nc2ccncc2)oc2ccccc12	-1.5
12	-0.86	CC(C)OC(=O)/C(C#N)=C/c1ccc(-c2ccc(SC(F)F)cc2)o1	-1.4
19	-0.38	CCC(C)NC(=O)C(NS(=O)(=O)c1cccc2nsnc12)c1ccccc1 (stereo not given)	0.2
-17	-0.23	Cc1ccc(S(=O)(=O)N2CCN(S(=O)(=O)c3ccccc3)C2)cc1	-0.23
.	-0.07	Cc1cccc(NC(=S)NC2CCCC2)c1	0.51
-17	-0.35	C=CCn1c(SCC(=O)N2CC(=O)Nc3ccccc32)nc2scc(-c3ccccc3)c2c1=O	-0.67
12	-0.25	CCOC(=O)C(NC(=O)NCc1ccc(OC)cc1)(OCC)C(F)(F)F (stereo not given)	0.59
-3	-0.77	CC(CN1CCCC1)OC(=O)COc1ccccc1 (stereo not given)	-0.61
44	-0.24	CC(C)CC(=O)Nc1ccc(-c2cn3ccsc3n2)cc1	-0.1
63	-0.89	Cc1c(C(=O)Nc2ccccc2)sc2nc[nH]c(=O)c12	0.71
-13	1.8	O=C(CSc1nc2ccccc2n1CC(=O)N1CCOCC1)N1CCCC1	1
-17	.	COc1cc(/C=N/N2CCOCC2)ccc1OCc1ccccc1	.
3	2.3	O=C(NCC1CCCO1)c1cccc(F)c1 (stereo not given)	1.5
-30	1.7	CC1(N2CCOCC2)C(=O)c2ccccc2C1=O	1.3
.	0.78	O=C(Nc1ccc(CN2CCCCC2)cc1)c1cccc(Br)c1	0.84
.	0.34	Nc1nnc(SCC(=O)OCC(=O)Nc2ccc(Br)cc2)s1	1.1
-20	1.7	CCOc1ccc(NC(=O)CCS(=O)(=O)c2ccc3c(c2)CCCN3C(C)=O)cc1	0.78
6	1.4	O=C(CSc1ccc(-c2nc3ccccc3[nH]2)cn1)Nc1ccc(S(=O)(=O)NC2CC2)cc1	1.2
19	-1.1	Cc1c(Cl)cnc(NC(=O)COC(=O)Cc2coc3ccc4ccccc4c23)c1Cl	-0.85
62	-0.18	O=C(COc1ccccc1[N+](=O)[O-])NCc1cccnc1	0.07
32	-0.15	Cc1c(C(=O)O)cccc1-c1ccc(/C=N/Nc2ccc(Br)cc2)o1	-0.81
45	0.9	Cn1c(SCc2nc3ccccc3[nH]2)nnc1-c1cccs1	1
.	0.26	COc1ccc(CNC(=O)C2COc3ccccc3O2)c(OC)c1 (stereo not given)	0.06
38	-0.74	CCNC(=O)c1ccccc1-c1nc(-c2ccccc2Cl)no1	-0.35
-9	-1.4	N#CCC(=O)NCCCOC(=O)Nc1ccc(Cl)c(Cl)c1	-0.68
26	0.02	Cn1nnnc1SCc1cn2cccnc2n1	0.28
-25	0.94	CC1CCCN(C(=O)CSCC(=O)N=c2sc3ccccc3n2C)C1 (stereo not given)	0.36
7	0.19	COc1ccc(NC(=O)CC2C(=O)N(c3ccc(OC)cc3)C(=O)N2C(C)C)cc1 (stereo not given)	0.26

3 compounds out of the list, arranged by heavy-atom count, lowest first.
INS promoter inh	sdo1 growth Rescue 24 h	SMILES	sdo1 growth
-9	-1.4	N#CCC(=O)NCCCOC(=O)Nc1ccc(Cl)c(Cl)c1	-0.68
32	-0.15	Cc1c(C(=O)O)cccc1-c1ccc(/C=N/Nc2ccc(Br)cc2)o1	-0.81
7	0.19	COc1ccc(NC(=O)CC2C(=O)N(c3ccc(OC)cc3)C(=O)N2C(C)C)cc1 (stereo not given)	0.26

Continuation:
INS promoter inh	sdo1 growth Rescue 24 h	SMILES	sdo1 growth
-43	.	CN(Cc1ccno1)Cc1cn(Cc2ccccc2)nc1-c1ccc2c(c1)OCO2	.
.	-0.21	Brc1cccc(OCCn2ccnc2)c1	-0.16
0	0.07	O=S(=O)(NCc1ccc2c(c1)OCO2)c1cccc(S(=O)(=O)N2CCOCC2)c1	-0.19
-22	-0.11	COC(=O)CCN(C(=O)C1C2CC3CC(C2)CC1C3)c1ccccn1 (stereo not given)	0.02
21	-0.34	Cc1nn(-c2ccccc2)c2c1C(c1ccc(F)cc1)C(C#N)=C(N)O2 (stereo not given)	-1.1
-44	0.13	O=C(Cn1cc(S(=O)(=O)Cc2ccccc2)c2ccccc21)Nc1ccccc1	0.3
.	1.1	Cc1cccn2c(=O)c(/C=C(\C#N)C(N)=O)c(N3CCN(Cc4ccc5c(c4)OCO5)CC3)nc12	0.81
10	1.4	O=C1CCCN1CC(CN1CCOCC1)Sc1nnnn1-c1ccccc1 (stereo not given)	1.3
28	0.04	CCCCN(CC)C(=O)Cc1c(C(=O)O)[nH]c2ccc(Cl)cc12	0.45
27	1.4	O=C(NNc1cccc(Cl)n1)Nc1cccc(C(F)(F)F)c1	0.61
-12	.	CN1CCC(N(C)C(=O)COc2ccc(S(=O)(=O)N3CCOCC3)cc2)CC1	.
.	0.42	Cn1c(SCC(=O)c2ccccc2)nnc1C1CC1	0.09
-26	-0.67	O=c1c2c3c(sc2nc2n1CCCCC2)CCC3	-1.1
-7	0.27	COc1ccccc1N1CCN(C(=O)CSc2nc(-c3ccccc3)cc(=O)[nH]2)CC1	0.24
33	-0.96	O=C1/C(=C/c2cccnc2)Oc2cc(OS(=O)(=O)c3ccc(F)cc3)ccc21	-1.7
28	2.1	COc1ccccc1NC(=O)Nc1ccc2c(c1)nnn2C	2
19	1.1	O=C(Oc1cccc(N2C(=O)CCC2=O)c1)C1CC(=O)N(c2ccc(F)cc2)C1 (stereo not given)	1.1
-369	.	Cc1ccc(Oc2ncccc2COC(=O)Nc2ccccc2C)cc1	.
11	-0.34	COc1cccc(N2C(=O)CC(N3CCN(C(=O)c4ccco4)CC3)C2=O)c1 (stereo not given)	0.22
.	-1.6	Cc1ccc(N2C(=O)c3ccc(N)cc3C2=O)cc1	-1.1
20	.	CNc1nnc(-c2ccc(OC)cc2)s1	.
-86	-0.46	COc1ccccc1N1CCN(c2ncnc3nc[nH]c23)CC1	-0.48
0	0.27	CC(Nc1oc(-c2ccco2)nc1C#N)c1ccccc1 (stereo not given)	0.04
-58	-0.56	NC(=O)C1(N2CCCCC2)CCN(CC(=O)Nc2cc(Cl)ccc2Cl)CC1	-0.55
53	1.1	COc1ccc(/C=C/C(=O)NCc2ccccn2)cc1	1.4
-23	-0.9	O=C(CN1C2=NCCN2c2ccccc21)C12CC3CC(CC(C3)C1)C2	-0.25
-11	0.13	C=CCn1c(-c2ccc(C)cc2)nc2ccccc21	-0.52
.	-0.85	CCN1CCc2nc(NC(=O)Cc3ccc4c(c3)OCCO4)sc2C1	-0.24
-30	-0.08	O=C(NC(Cc1ccccc1)C(=O)O)c1ccc(S(=O)(=O)N2CCCC2)cc1 (stereo not given)	0.85
-13	0	Cc1cc(C)n(CC(O)COc2cccc(OCC(O)Cn3nc(C)cc3C)c2)n1 (stereo not given)	0.04
-50	0.47	CC(Sc1ccc(Cl)cc1)C(=O)Nc1ccccc1-c1ccccc1 (stereo not given)	0.18
-26	-0.66	CCCCn1c(SCC(=O)NCCOC)nc2ccc(N3CCOCC3)cc2c1=O	-0.42
14	-0.48	CCOc1ncccc1C(=O)NCc1ccccc1	0.58
0	.	CC(C)N(C(=O)Cn1c(Cl)nc2ccccc21)C(C)C	.
30	-0.05	C=CCNC(=S)NNC(=O)c1csc(CC)c1	0.21
40	.	COc1ccc(N(C(=O)C2CSC(=O)C2)C(C(=O)NC(C)(C)C)c2ccncc2)cc1 (stereo not given)	.
.	-0.1	Cc1ccc(C(c2sc3ncnn3c2O)N2CC(C)CC(C)C2)cc1 (stereo not given)	-0.26
.	0.31	CC(C)(C)NC(=O)Cn1nnc(-c2ccccc2Cl)n1	0.42
.	0.08	Cn1nnnc1SCc1cc(=O)n2ccsc2n1	0.81

High-throughput results (PubChem BioAssay)

An excerpt; the hit share may differ from the screen's.
